C2C12 statin: suppressors of simvastatin-induced myotoxicity in C2C12 myotubes. ATP luminescence, 48 h; scaled: DMSO 0, geranylgeraniol control 100. rescue of ATP level, % at 7.49 µM. actives 0.78% (n = 330,000). AID 602340;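 active = mean ATP rescue above about 67%, or every replicate alone reaching that limit, limit read from the data, passing the limit was not always enough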;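 note: myotubes were challenged with 10 µM simvastatin during compound exposure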
esBAF inh: inhibitors of esBAF chromatin remodeling in mouse ES cells. Bmi1-luciferase knock-in reporter, 24 h; 100% = twice the neutral-well signal. reporter increase, % at 12.5 µM. actives 2% (n = 350,000); in the data active = activation above about 40%;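 note: 0% = median of the plate's neutral control wells and 100% = double that signal; a rise in the Bmi1 reporter signal indicates esBAF inhibition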
An asterisk follows results filed as active; / = no result given. The list is partial. The share of hits here may be higher or lower than overall.

SMILES | C2C12 statin | esBAF inh
Cn1c(=O)c2c(n(Cc3ccccc3)c1=O)NC(=O)C2CC(=O)N1CCc2ccccc2C1 (centres undefined) | 6 | /
O=C(/C=C/Nc1ccc(F)c(Cl)c1)c1ccco1 | 8 | /
O=C(Cc1cn2ccsc2n1)Nc1nc2c(s1)CCCC2 | -6 | /
O=C(Nc1nccs1)c1sc2ccccc2c1Cl | 13 | /
Cc1cc(NC(=O)c2cccc(F)c2)no1 | 12 | /
NC(=O)C1CCN(C(=O)CN(c2cccc(C(F)(F)F)c2)S(=O)(=O)c2ccccc2)CC1 | 2 | /
CC1=C(C(=O)OC(C)C)C(c2cccc(F)c2)N2C(=O)C(C)SC2=N1 (centres undefined) | 3 | /
CC1CCN(C(=O)CSc2nc(N)c3c4c(sc3n2)CN(C)CC4)CC1 | 6 | /
CCOC(=O)c1ccc(Oc2nc(NC(C)(C)C)nc(N(C)C)n2)cc1 | -9 | /
COc1cc2c(cc1OC)C1(Nc3c-2c(-c2ccccc2)nn3-c2ccccc2)C(=O)Nc2ccccc21 (centres undefined) | -14 | /
O=C(NCCc1ccccn1)c1cccc(S(=O)(=O)N2CCCCCC2)c1 | -8 | /
COc1ccc(NC(=O)c2cn(-c3ccccc3)nc2-c2cc3ccccc3o2)cc1 | 29 | /
Cn1c(=O)c2c(-c3ccccc3)n(Cc3ccccn3)cc2n(C)c1=O | -6 | /
C=C(C)c1cccc(C(C)(C)NC(=O)N2CCN(c3ncccn3)CC2)c1 | 2 | /
COc1ccc(C2=NCN(c3ccc(C)cc3)C(=S)N2)cc1 | -30 | /
CC(NC(=O)Cn1nc(C(F)(F)F)c2c1CCC2)c1ccccc1 (centres undefined) | 3 | /
O=C(c1nn(Cc2ccccc2)c(=O)c2ccccc12)N1CCN(C/C=C/c2ccccc2)CC1 | 18 | /
COC(=O)c1cc2c(-c3ccccc3)c(C)c3ccccn3c-2c1C(=O)OC | -1 | /
COc1ccc([N+](=O)[O-])cc1NC(=S)NC(NC(=O)C(c1ccccc1)c1ccccc1)C(Cl)(Cl)Cl (centres undefined) | -41 | /
C=CCOc1ccc(C2C(C#N)=C(N)N(Nc3ccccc3)C3=C2C(=O)CCC3)cc1OC (centres undefined) | 46 | /
Cc1ccc(CNC(=O)c2ccc(Cn3nc(C)c(Cl)c3C)o2)cc1 | 59 | /
CCCCOc1ccccc1NC(=O)c1ccco1 | 1 | /
Cc1nnc2n1NC(c1ccc(Cl)cc1)C(C(=O)N(C)C1CCCCC1)S2 (centres undefined) | 10 | /
CN1CCN(c2ccc(C(=O)c3ccc(F)cc3)cc2)CC1 | -3 | /
O=C(CCc1ccccc1)Nc1c(F)c(F)c(F)c(F)c1F | -12 | /
Carrying on.
SMILES | C2C12 statin | esBAF inh
COc1cccc(N2CCN(CC(=O)C34CC5CC(CC(C5)C3)C4)CC2)c1 | 2 | /
CC1(C)Cc2c(c(N3CCOCC3)nc3snc(NC(=O)c4ccccc4)c23)CO1 | 10 | /
O=C(NC(=S)Nc1ccc(Oc2ccc(Cl)cc2)cc1)c1ccccc1 | 7 | /
CC1(C)CC(=O)C(C=NCCN2CCN(C(=O)CC3CCCC3)CC2)=C(O)C1 | 12 | /
COc1ccc(CC(=O)N(C)CC(=O)Nc2ccccc2C(F)(F)F)cc1S(=O)(=O)N1CCOCC1 | -4 | /
c1cncc(-c2nc3ccccc3o2)c1 | -9 | /
COc1ccccc1NC(=O)Nc1ccc2c(c1)nnn2C | -36 | /
Cn1cnnc1SCc1ccccc1 | 18 | /
CS(=O)(=O)NCc1csc(-c2ccccc2)n1 | -4 | /
Fc1ccccc1CSc1nc2ncccc2[nH]1 | 15 | /
COCCCn1c(=N)c(C(=O)NC2CCCCC2)cc2c(=O)n3ccccc3nc21 | -9 | /
CCOC(=O)c1sc(NC(=O)CCN2CCOCC2)c(C(=O)OCC)c1C | 1 | /
C=C(C)C1Cc2c(C)nn(-c3nc(C)cc(C)n3)c2C1 (centres undefined) | -20 | /
CCCCNC(=O)OC(C)CNC(=O)Oc1cccc(C)c1 (centres undefined) | 5 | /
CCOC(=O)Nc1nc(-c2ccccc2)c(C(=O)c2ccc(Cl)cc2)s1 | -51 | /
Cc1nn(-c2ccccc2)c2sc(C(=O)OCC(=O)N3CCCCC3)cc12 | -10 | /
COc1ccccc1NCCC(=O)OCC(=O)NCc1ccco1 | 17 | /
O=C(Cn1nc(C(=O)O)c2ccccc2c1=O)NCCC1=CCCCC1 | -3 | /
Cc1ccc(Cn2cnc3sc4c(c3c2=O)CCC4)c(C)c1 | 25 | /
CC(=O)Nc1n[nH]c(S(=O)(=O)Cc2ccc(Cl)cc2Cl)n1 | 4 | /
COc1ccc(S(=O)(=O)N(C)c2ccc(C(=O)N3CCC(C(N)=O)CC3)cc2)cc1 | 8 | /
CCCCCCn1c(N2CCN(c3cccc(Cl)c3)CC2)nc2c1c(=O)[nH]c(=O)n2C | 4 | /
CC(C)CC(C(=O)O)C(C)CC(=O)Nc1ccn(-c2ccccc2)n1 (centres undefined) | 4 | /
CCNc1nc(NCC)n2c(SCC(=O)Nc3ccc(CC)cc3)nnc2n1 | -3 | /
COc1ccc(-c2c3c(=O)n(C)c(=O)n(C)c3cn2-c2cc(OC)ccc2OC)cc1 | 7 | /

Five entries from above, as a markdown table:
| canonical_smiles | C2C12 statin | esBAF inh |
| --- | --- | --- |
| CCOC(=O)Nc1nc(-c2ccccc2)c(C(=O)c2ccc(Cl)cc2)s1 | -51 | / |
| Cc1nn(-c2ccccc2)c2sc(C(=O)OCC(=O)N3CCCCC3)cc12 | -10 | / |
| COc1ccccc1NCCC(=O)OCC(=O)NCc1ccco1 | 17 | / |
| O=C(Cn1nc(C(=O)O)c2ccccc2c1=O)NCCC1=CCCCC1 | -3 | / |
| Cc1ccc(Cn2cnc3sc4c(c3c2=O)CCC4)c(C)c1 | 25 | / |

(cont.)
SMILES | C2C12 statin | esBAF inh
Cc1nn(Cc2ccc(Cl)cc2Cl)c(Cl)c1/C=C/C(=O)OCC(=O)NCC(F)(F)F | 50 | /
Cc1csc(NC(=O)C2CCCN2C(=O)OCC(C)C)n1 (centres undefined) | 28 | /
O=C(N/N=C/c1ccc(F)cc1)c1sccc1OCc1ccc(F)cc1 | -27 | /
Cn1c(=O)[nH]c(=O)c2c1nc(NCCCn1ccnc1)n2Cc1ccccc1 | / | -14
Cc1ccc(S(=O)(=O)NC(=O)c2cc(C)n(CCCN3CCOCC3)c2C)cc1 | / | 1
C=CCOc1ccc(CNC(C)(C)CO)cc1OC | / | -1
Cc1ccc(SCC(=O)N2CCc3ccccc32)cc1 | / | 39
Cc1cc2n(n1)C(c1ccc(O)cc1)Nc1ccccc1-2 (centres undefined) | / | -2
CCS(=O)(=O)Nc1ccc(-c2ccc(NS(=O)(=O)CC)c(OC)c2)cc1OC | / | 1
CCOC(=O)c1[nH]c(C)c(C)c1C | / | -6
C=CCOc1ccc(/C(O)=C2/C(=O)C(=O)N(CCCn3ccnc3)C2c2cccs2)cc1 (centres undefined) | / | 44*
CC(C)CCN1C(=O)c2ccc(C(=O)NCC3CCCO3)cc2C1=O (centres undefined) | / | 0
CCC1CCC(NC2CCCCNC2=O)CC1 (centres undefined) | / | 7
COc1cc(/C=c2\s/c(=C(/C#N)C(=O)N3CCCC3)n(-c3ccccc3)c2=O)ccc1O | / | 2
Cc1cc(C)cc(OCC(=O)NNC(=O)c2cc(C)[nH]n2)c1 | / | -5
O=C(CCn1c(=O)c2sccc2n(Cc2cc(=O)n3ccccc3n2)c1=O)NCc1ccco1 | / | -5
Cc1ccc(-c2cc(C(F)F)n3ncc(C(=O)Nc4ccc(S(=O)(=O)Nc5ccccc5C)cc4)c3n2)cc1 | / | -3
Cn1c(-c2ccc(CN3CCCCC3)o2)nc2ccccc21 | / | 30
CCn1c(C)nc2cc(C(=O)NNS(=O)(=O)c3ccc(C)c(C)c3)ccc21 | / | 3
CC(C(=O)N1CCCc2c1c(=O)oc1ccc(O)cc21)N1CCc2ccccc2C1 (centres undefined) | / | 5
Cc1cc(OCCOc2cccc3cccnc23)cc(C)c1Cl | / | 0
Cc1cc(=O)oc(C)c1C(=O)NCCCN1CCN(c2ccccc2F)CC1 | / | 5
O=C(OCc1ccc(Cl)cc1Cl)c1cccnc1Cl | / | 3
COc1cccc(C(C(=O)NC(C)(C)C)N(C(=O)CCC(=O)Nc2cc(C)on2)C(C)C)c1OC (centres undefined) | / | 11
Cc1cccc(Nc2nc(NCc3ccco3)nc(N3CCOCC3)n2)c1 | / | -4

One compound at a time (already shown).
Entry for Cc1cc(=O)oc(C)c1C(=O)NCCCN1CCN(c2ccccc2F)CC1 : C2C12 statin = /; esBAF inh = 5
Entry for Cc1cc(OCCOc2cccc3cccnc23)cc(C)c1Cl : C2C12 statin = /; esBAF inh = 0

(continued)
SMILES | C2C12 statin | esBAF inh
O=C(COC(=O)c1ccc[nH]c1=O)c1ccc(Cl)s1 | / | 1
CCCCOc1ccc(C(=O)N2CCCC2C(=O)O)cc1 (centres undefined) | / | -3
COc1ccc(-n2c(C)c([N+](=O)[O-])c3ccc(O)c(CN(C)C)c32)cc1 | / | -4
Cn1c(Oc2ccccc2)c(C=O)c2ccccc21 | / | -3
O=C(CSc1nnc(-c2cccnc2)o1)Nc1ccccn1 | / | -7
O=C(Nc1ccc(Cl)cc1)N1CC=CCC1 | / | 10
CCOC(=O)c1ccc(NC(=S)NC2CC(C)(C)NC(C)(C)C2)cc1 | / | 7
CS(=O)(=O)c1cccc(C(=O)NCc2ccc(F)cc2)c1 | / | -1
O=C1CCC(=O)N1c1ccccc1-c1ccccc1 | / | -8
CC(C)OC(=O)c1nnn(-c2nonc2N)c1CSc1ccccn1 | / | -4
Cc1ccc(C(=O)NC(=S)Nc2ccc(S(=O)(=O)N(C)c3ccccc3)cc2)cc1 | / | 2
CCN1CCc2c(C#N)c(N3CCOCC3)nc(N3CCOCC3)c2C1 | / | -8
CCSc1nc(O)cc(=O)n1-c1ccc(OC)cc1 | / | -11
O=c1c2cnn(-c3ccccc3)c2ncn1Cc1ccccc1 | / | -1
O=C(COC(=O)C1(c2ccc(F)cc2)CCCC1)N1CCOCC1 | / | 0
O=C(CN1C(=O)c2ccccc2C1=O)Nc1ccc(-c2nc3ccccc3o2)cc1 | / | 1
CCN1C(=O)/C(=C2\SC(=S)N(CCCOC)C2=O)c2ccccc21 | / | 0
O=C(NCc1ccco1)NC1CCCCC1 | / | -3
Cc1ccc(S(=O)(=O)N2CCCC2C(=O)Nc2nccs2)cc1 (centres undefined) | / | -13
Cc1cccc(C)c1N1CCN(S(=O)(=O)c2ccc(F)cc2)CC1 | / | -25
COc1ccc(CCNC(=O)c2ccco2)cc1 | / | 27
COc1ccc(-c2cn[nH]c2N)cc1 | / | -2
O=C(O)CCc1ccc(-c2ccc(F)cc2)n1NC(=O)c1ccco1 | / | -8
O=C(c1ccco1)N1C(=O)c2cccc3c(S(=O)(=O)N4CCCC4)ccc1c23 | / | 0
O=C(CSc1nc2ccccc2s1)NCCOc1ccc(Cl)cc1 | / | -9
CCOC(=O)c1c(NC(=S)Nc2ccccc2)sc2c1CCN(C)C2 | / | -5
COc1ccc(N(CC(=O)Nc2cc(C)on2)S(=O)(=O)c2ccc(Cl)cc2)cc1 | / | -8
CC(C)(C)NC(=O)C(c1ccccc1)N(C(=O)c1csnn1)C1CC1 (centres undefined) | / | -4
O=C(CC12CC3CC(CC(C3)C1)C2)NCC(=O)N1CCCC1 | / | -3
CC(NC(=O)c1cc2ccccc2o1)C(=O)O (centres undefined) | / | -5

Part of the list above, in markdown:
| SMILES | C2C12 statin | esBAF inh |
| --- | --- | --- |
| CC(C)(C)NC(=O)C(c1ccccc1)N(C(=O)c1csnn1)C1CC1 (centres undefined) | / | -4 |
| O=C(c1ccco1)N1C(=O)c2cccc3c(S(=O)(=O)N4CCCC4)ccc1c23 | / | 0 |

Another view of part of the listing above:
Fields – C2C12 statin | esBAF inh
O=C(COC(=O)c1ccc[nH]c1=O)c1ccc(Cl)s1
 : / | 1
CCCCOc1ccc(C(=O)N2CCCC2C(=O)O)cc1 (centres undefined)
 : / | -3
COc1ccc(-n2c(C)c([N+](=O)[O-])c3ccc(O)c(CN(C)C)c32)cc1
 : / | -4
Cn1c(Oc2ccccc2)c(C=O)c2ccccc21
 : / | -3
O=C(CSc1nnc(-c2cccnc2)o1)Nc1ccccn1
 : / | -7

Source: PubChem BioAssay (Broad Institute)
